# Assay outcomes as filed in PubChem BioAssay.
# Growth percent in the NCI-60 one-dose screen (48 h, 10 µM unless noted): 100 = growth as untreated, 0 = no growth, -100 = all killed.
# NCI/ADR-RES: NCI/ADR-RES ovarian cells | AID 1794790 | 81,000 tested, 4.4% active
# COLO 205: COLO 205 colon cancer | 79,000 tested, 7.3% active
# NCI-H226: NCI-H226 lung cancer. AID 1794732. 79,000 tested, 3.5% active
# NCI-H522: NCI-H522 lung cancer; 78,000 tested, 8% active
# NCI-H322M: NCI-H322M lung cancer. 80,000 tested, 2.7% active. AID 1794733
# HCT-15: HCT-15 colon cancer. 82,000 tested, 5.2% active
# HT29: HT29 colon cancer | 81,000 tested, 7.4% active | AID 1794748
# HCT-116: HCT-116 colon cancer; AID 1794798; 82,000 tested, 7.3% active
# NCI-H460: NCI-H460 lung cancer; 82,000 tested, 6.8% active
# Numbers without * were called inactive; nt = not tested or not shown. The calls were made as follows: active = growth percent below 10; inactive = the rest. Rows are unselected. About 12% of those tested had a hit in this group.
SMILES,NCI/ADR-RES,COLO 205,NCI-H226,NCI-H522,NCI-H322M,HCT-15,HT29,HCT-116,NCI-H460
CCN(CC)CCNc1cc(OC)c(C)c2cccnc12,95,98,97,82,97,94,100,80,91
O=C(NC1CCCCC1)c1ccccc1,105,105,101,98,91,104,99,103,105
CCCCN1C(=O)/C(=c2\sc3n(c2=O)C2C(NN=3)N(CCC)C(=O)N2CCC)c2ccccc21 (stereo not drawn),78,101,nt,73,89,73,86,68,87
CNC(=O)c1cc(-n2ccc3cc(NS(=O)(=O)c4cccc(C(F)(F)F)c4)ccc32)ccn1,81,95,79,75,95,88,95,84,93
COc1cc(C2=N/C(=C\c3cc4ccccc4nc3Oc3ccccc3)C(=O)N2C(=N)N)cc(OC)c1OC,53,90,19,60,55,91,64,53,52
Cc1ccc2nc(N3C(=O)CSC3=S)sc2c1,104,106,101,84,99,98,105,100,103
COc1cc(-c2nn(C(C)(C)C)cc2-c2ccnc(NCCCNS(=O)(=O)c3cccc4ccccc34)n2)ccc1F,79,100,80,77,92,56,77,54,75
CCOc1ccc(/C=C(/C#N)C(N)=O)cc1,118,103,108,95,97,99,110,98,116
CCOC(=O)N(N=O)C(C)c1ccccc1 (stereo not drawn),107,101,102,nt,101,99,97,99,107
NC(=O)NN=C1CCCCC1,104,111,102,93,nt,103,96,111,107
O=[N+]([O-])c1ccc(/C=N/NCc2nc(Nc3ccc(Cl)cc3)c3ccccc3n2)cc1,100,100,86,88,86,88,92,94,99
O=C(OCCCCCOC(=O)c1ccccc1)c1ccccc1,99,124,98,94,120,98,103,102,128
COc1ccc(C(=O)/C=C/c2cccs2)c(O)c1,104,125,104,98,104,82,92,95,111
C=C(C=O)C1CCC2(C(=O)O)CCC3(C)C(CCC4C5(C)CCC(O)C(C)(C)C5CCC43C)C12 (stereo not drawn),nt,nt,6.0*,24,31,-15*,3.5*,-92*,-13*
Cc1c(Cl)cccc1NCN1C(=O)c2ccccc2C1=O,110,105,99,81,100,98,104,116,108
Nc1ncnc2c1ccn2-c1cccc(NC(=O)c2cccc(C(F)(F)F)c2)c1,78,76,70,56,56,42,58,69,46
O=C1OC(N2CCCCC2)c2nc3ccccc3c(/C=C/c3ccc(Br)cc3)c21 (stereo not drawn),98,119,nt,96,102,94,110,93,103
O=C1OCc2ccc([N+](=O)[O-])cc21,105,114,nt,95,nt,99,111,105,114
CC(C)C1=CC2=CC[C@@H]3[C@](C)(CCC[C@@]3(C)C(=O)OCC#Cc3ccc([N+](=O)[O-])cc3)[C@H]2CC1,83,124,96,69,97,84,100,70,95
O=C(CCc1nc2c(=O)[nH]c(=S)[nH]c2[nH]c1=O)Nc1ccc(C(=O)O)cc1,103,115,97,98,105,108,103,101,102
Cc1cc(C)c2c(N)c(-c3nc4cccc(Cl)c4o3)sc2n1,98,102,86,95,98,96,103,96,94
COc1cc(NC(C)CCCN)c2ncccc2c1Sc1ccc(Cl)cc1 (stereo not drawn),92,-77*,76,75,77,39,-46*,24,10
COc1ccc(-c2cc(C(=O)N=Nc3c(O)[nH]c4ccccc34)c3ccccc3n2)cc1,-14*,-5.8*,-36*,24,6.2*,-83*,-15*,-43*,-70*
O=c1cc(-c2ccccc2)oc2cc(OCc3cn(Cc4ccc([N+](=O)[O-])cc4)nn3)cc(OCc3cn(Cc4ccc([N+](=O)[O-])cc4)nn3)c12,99,118,nt,73,95,96,113,88,104
CC(C)(C)c1cc(C(=O)N2CCC[C@H]2C(=O)NCCN)cc(C(C)(C)C)c1,99,108,77,50,105,107,69,nt,100

# The listing continues.
SMILES,NCI/ADR-RES,COLO 205,NCI-H226,NCI-H522,NCI-H322M,HCT-15,HT29,HCT-116,NCI-H460
COc1cc(/C=C/C(=O)c2ccc(Cl)cc2)ccc1OS(=O)(=O)c1ccc(C)cc1,81,110,98,82,97,66,29,13,103
O=C(NCc1ccc(Cl)cc1Cl)C1CCC(=O)N1C(=O)Nc1ccccc1Cl (stereo not drawn),103,104,nt,76,109,105,87,94,108
CCOC(=O)N1CCc2c(sc3c2C(=O)N(Cc2ccccc2)S(=O)(=O)N3)C1,108,111,92,92,96,103,101,112,103
CCOC(=O)C1=C(N)N(c2ccc(Cl)cc2)C2=C(C(=O)CC(C)(C)C2)C1c1cccnc1 (stereo not drawn),89,98,132,107,121,101,103,96,103
Cn1c(=O)c2nc(CC(=Nc3ccc(F)cc3)c3ccccc3)c(=O)[nH]c2n(C)c1=O,90,107,73,84,86,75,100,97,99
CC(=O)Nc1ccc2c(c1)Cc1cc(N3C(=O)C=CC3=O)ccc1-2,107,nt,100,48,105,104,71,99,108
Nc1nc(-c2cc3c(cc2Cl)NC(=O)/C3=C/c2ccc(O)cc2)cs1,81,85,89,48,80,71,87,64,60
CN1C(=O)CCC1C(=O)NNc1ccccc1 (stereo not drawn),97,110,99,86,101,84,101,100,100
COc1ccc(/C=N/Nc2ncnc3c2c(C)nn3-c2ccc(Cl)cc2)cc1,107,106,108,101,110,109,99,105,104
O=C1c2cccc3c(N4CCOCC4)ccc(c23)C(=O)N1c1cccc(-c2nn(-c3ccccc3)cc2-c2nc3ccccc3s2)c1,102,122,96,105,110,111,113,100,124
Oc1ccc(C=Nc2ccccc2O)cc1,88,116,80,79,83,88,102,82,93
COc1ccc(-c2c(N)noc2-c2cc(OC)c3c(c2)OCCO3)cc1,-5.7*,-76*,-17*,0.4*,53,16,8.4*,0.6*,7.9*
O=C1/C(=C/c2cc(F)ccc2F)N=C2SCCCN12,91,106,98,70,94,97,84,97,108
O=C1Nc2ccccc2/C1=C/c1cn(CCCn2c3ccccc3c(=O)c3ccccc32)c2ccccc12,90,89,81,77,87,82,92,87,96
COc1ccc(NC(=O)CCn2cnc3c(cc(-c4ccccc4)n3-c3ccncc3)c2=O)cc1,104,116,100,91,106,114,100,106,109
C/C(=N\C(N)=O)c1nc2ccccc2n1CCBr,99,102,99,90,99,109,nt,112,111
Oc1c(Cl)cc(Cl)cc1CNC1CCCCC1,110,102,109,84,100,111,89,98,111
N#CC(Cc1ccccc1)c1ccccc1 (stereo not drawn),103,111,96,113,88,93,110,101,102
C(=C(\C1=NCCN1)n1cnc2ccccc21)/c1cccc2ccccc12,97,106,76,79,88,88,95,88,101
O=C1CNN=C(CCC(=O)c2nc3ccccc3[nH]2)N1,106,nt,95,100,96,101,103,98,109
CC1=NC(=S)NC(c2ccccc2)/C1=C1/CC(c2ccccc2O)NN1 (stereo not drawn),104,105,97,96,101,97,105,100,104
C=CC(C)(C)[C@]1(C[C@@H]2NC(=O)[C@@H]3CCCN3C2=O)C(=O)Nc2c1ccc1c2C=CC(C)(C)O1,97,121,89,97,99,102,106,102,104
CNC(=O)Cn1nnc(CO)c1CCc1ccccc1,95,106,104,77,92,108,88,81,105
Cc1ccc(NC(=O)C23C4C5C2C2C3C4C52CN2CCN(C)CC2)cc1Nc1nccc(-c2cccnc2)n1 (stereo not drawn),101,103,100,90,98,100,90,86,103
C=C(c1ncc(C(=O)O)cn1)c1cc2c(cc1C)C(C)(C)CCC2(C)C,92,108,93,90,114,97,110,93,97

# The list continues:
SMILES,NCI/ADR-RES,COLO 205,NCI-H226,NCI-H522,NCI-H322M,HCT-15,HT29,HCT-116,NCI-H460
CC(C)OC(=O)Nc1ccc(-c2nc(-c3cccc(OCCN4CCOCC4)c3)c(-c3ccnc(Br)c3)[nH]2)cc1,57,-5.6*,55,50,47,4.5*,1.5*,22,30
COC(=O)CC[C@H](Nc1nc(N)nc(N(C)C2CCCCC2)c1C=O)C(=O)OC,99,110,100,90,104,115,99,99,110
O=C1N=C(N2CCOCC2)S/C1=C\c1cn(-c2ccccc2)nc1-c1ccccc1,60,122,79,nt,73,89,80,64,67
CCNC=O,105,111,114,93,126,111,nt,108,117
CNC1(C(N)=O)CCN(Cc2ccccc2)CC1,106,101,127,95,112,103,104,104,102
N#Cc1c(-c2ccc(Cl)cc2Cl)c2c(N)nn(-c3ccccc3)c2oc1=O,105,118,109,95,105,105,111,97,112
CCSc1ccnc(N)n1,109,125,101,105,106,102,113,106,113
CCCC(=O)NNC(=O)CCC,102,115,111,106,115,105,106,108,105
Cc1ccc2oc(=O)cc(Cn3c4ccc(Cl)cc4c4ccc([C@@H](C)C(=O)O)cc43)c2c1,96,112,108,85,93,82,100,93,109
COc1cc(/C=C/c2cc(/C=C/c3ccc(O)c(OC)c3)n(-c3c(C)cccc3C)c(=O)n2)ccc1O,13,-41*,4.6*,-10*,16,8.2*,-38*,8.3*,7.9*
COc1cccc(C(N)=O)c1,114,115,105,98,107,101,105,99,108
OCCC1CCCCC1,103,106,91,87,95,97,95,96,113
Fc1ccc(/C=C/c2c(-c3ccc(F)cc3)nc3sc(-c4ccccc4)c(-c4ccccc4)n23)cc1,107,103,85,104,119,91,86,78,95
CCOP(=O)(CCCc1cc(OC)c2c(c1OC)OCO2)OCC,105,104,92,103,98,101,107,95,103
COc1cc(/C=C/c2nnc3c4ccccc4cnn23)cc(OC)c1OC,nt,107,88,79,107,97,91,104,104
COC(=O)c1ccc2c(c1)C(=O)N(c1ccccc1)C2=O,100,110,95,86,97,100,95,99,109
O=C(N/N=C/c1c(Cl)cccc1Cl)c1ccccc1Nc1ccnc(C(F)(F)F)c1,68,95,65,53,59,65,91,65,36
Cc1ccc(-n2nc(C#N)c(N3CCCC3)n2)cc1,108,111,87,88,100,103,103,102,104
COc1ccc2c(c1)c(-c1nnc(N)nc1-c1cn(C)c3ccc(Br)cc13)cn2C,79,77,87,85,90,75,65,73,93
COc1ccc(Cl)c(Nc2nc3ccccc3nc2NS(=O)(=O)c2cccc(NC(=O)C(C)(C)N)c2)c1,53,22,71,49,35,45,28,47,38
CC1(C)Cc2nnsc2C2=C1C(=O)CCS2,94,110,99,98,103,108,100,97,101
Cc1nc2cc(Nc3nc(Nc4ccc(F)cc4)nc(-c4ccccc4)n3)ccc2n1Cc1ccccc1,71,71,81,76,97,68,59,60,83
CCCCNC(=O)Oc1ccc(/C(=C(/C)Cc2ccc(OC)cc2)c2ccc(OCCN3CCCCCC3)cc2)cc1,81,57,101,69,97,28,3.7*,55,54
CNc1ccccc1C(=O)N/N=C/C=C/c1ccccc1,3.9*,-1.6*,67,-18*,31,34,3.8*,22,11
CC(C)(O)CN(C(=O)c1ccccc1)C1CCCCC1,104,114,94,105,nt,115,107,122,104

# Some of the entries so far, field by field:
> O=C1OCc2ccc([N+](=O)[O-])cc21
  NCI/ADR-RES: 105 | COLO 205: 114 | NCI-H226: nt | NCI-H522: 95 | NCI-H322M: nt | HCT-15: 99 | HT29: 111 | HCT-116: 105 | NCI-H460: 114

> CC(C)C1=CC2=CC[C@@H]3[C@](C)(CCC[C@@]3(C)C(=O)OCC#Cc3ccc([N+](=O)[O-])cc3)[C@H]2CC1
  NCI/ADR-RES: 83 | COLO 205: 124 | NCI-H226: 96 | NCI-H522: 69 | NCI-H322M: 97 | HCT-15: 84 | HT29: 100 | HCT-116: 70 | NCI-H460: 95

> O=C(CCc1nc2c(=O)[nH]c(=S)[nH]c2[nH]c1=O)Nc1ccc(C(=O)O)cc1
  NCI/ADR-RES: 103 | COLO 205: 115 | NCI-H226: 97 | NCI-H522: 98 | NCI-H322M: 105 | HCT-15: 108 | HT29: 103 | HCT-116: 101 | NCI-H460: 102

> Cc1cc(C)c2c(N)c(-c3nc4cccc(Cl)c4o3)sc2n1
  NCI/ADR-RES: 98 | COLO 205: 102 | NCI-H226: 86 | NCI-H522: 95 | NCI-H322M: 98 | HCT-15: 96 | HT29: 103 | HCT-116: 96 | NCI-H460: 94

# (continued)
SMILES,NCI/ADR-RES,COLO 205,NCI-H226,NCI-H522,NCI-H322M,HCT-15,HT29,HCT-116,NCI-H460
COc1ccc(-c2cc(-c3nnc(SCC(=O)c4ccccc4)o3)c3ccccc3n2)cc1,91,117,95,78,nt,91,78,90,94
CC(OC1CCCCO1)C1CCC2C3CCC4=CC(=O)CCC4(C)C3CCC12C (stereo not drawn),82,104,96,87,114,65,84,53,73
Cc1cc(O)cc(C)c1N=O,107,122,107,94,120,110,102,107,109
O=C(CN1C(=O)/C(=C/c2ccccc2F)SC1=S)N1CCOCC1,92,99,66,-83*,90,29,87,45,102
CC1CC(=O)C(C(C2=C(O)CC(C)CC2=O)c2ccccc2)=C(O)C1 (stereo not drawn),110,109,92,82,107,101,101,100,106
COc1ccc(C(=O)Nc2ncc(Cc3ccccc3Cl)s2)cc1,5.9*,-48*,32,-37*,54,9.9*,-17*,7.8*,2.8*
CCOC(=O)c1c(Nc2ncnc3cc(OC)c(OC)cc23)sc2c1CCCCC2,98,115,89,98,92,105,107,106,105
CC1(C)N=C(N)NC(Nc2ccccc2)=N1,104,97,99,nt,103,97,89,99,110
C=CCOC(=O)C(=O)OCC=C,117,111,100,97,nt,100,101,101,112
O=C(CSc1nc2ccccc2c(=O)n1CCc1ccccn1)NNS(=O)(=O)c1ccc(Cl)cc1,96,106,85,91,99,90,112,96,103
O=CNc1c(Cl)cc2c(c1Cl)Cc1cc([N+](=O)[O-])ccc1-2,57,34,90,45,78,29,58,6.2*,31
Cc1ccc(S(=O)(=O)NNC(=O)/C(=C\c2ccc(Cl)cc2)c2nc3ccccc3s2)cc1,98,117,81,92,93,80,106,84,86

# 4 entries out of the list, arranged by molar mass, largest number first.
SMILES,NCI/ADR-RES,COLO 205,NCI-H226,NCI-H522,NCI-H322M,HCT-15,HT29,HCT-116,NCI-H460
O=C(CSc1nc2ccccc2c(=O)n1CCc1ccccn1)NNS(=O)(=O)c1ccc(Cl)cc1,96,106,85,91,99,90,112,96,103
Cc1ccc(S(=O)(=O)NNC(=O)/C(=C\c2ccc(Cl)cc2)c2nc3ccccc3s2)cc1,98,117,81,92,93,80,106,84,86
CCOC(=O)c1c(Nc2ncnc3cc(OC)c(OC)cc23)sc2c1CCCCC2,98,115,89,98,92,105,107,106,105
CC(OC1CCCCO1)C1CCC2C3CCC4=CC(=O)CCC4(C)C3CCC12C (stereo not drawn),82,104,96,87,114,65,84,53,73
